MsrA inh – bovine MsrA enzyme inhibitors, primary screen, biochemical, absorbance, HTS. 360,000 compounds, 0.75% hits. inhibition, % at 15.5 µM. purified bovine MsrA, absorbance read-out. Methionine sulfoxide reductase A (Bos taurus); in the data active means inhibition above about 4.5%;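 further: 0% = vehicle wells with enzyme and 100% = reference inhibitor wells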
Tb MetRS inh – T. brucei MetRS inhibitors, primary screen, biochemical, luminescence. methionyl-tRNA synthetase (Trypanosoma brucei brucei). purified T. brucei MetRS, ATP depletion, Kinase-Glo luminescence. inhibition, % at 11.9 µM. 360,000 compounds, 0.4% hits. AID 624268, 2012;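 active means inhibition above a per-plate cutoff of the control wells' mean inhibition plus 3 SD, cut at about 5.5% in these data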;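 further: 0% = DMSO wells median and 100% = median of wells with control inhibitor compound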
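Material – parasite MetRS enzyme · Medium – HEPES-MgCl2-KCl buffer plus DTT, spermine, BSA, pyrophosphatase · Reagent – ATP, methionine and E. coli bulk tRNA substrates · Times – 15 min enzyme-compound preincubation, 2 h reaction, 10 min detection, 25 °C · Measured by – luminescence of leftover ATP · Evaluation – percent inhibition relative to median high and low control wells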
eLon inh – inhibitors of E. coli Lon protease, primary screen, biochemical, fluorescence polarization. purified E. coli Lon protease. inhibition, % at 7.94 µM. P0A9M0. 360,000 compounds, 0.42% hits; in the data active means inhibition above about 13%, passing the limit was not always enough;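 further: 0% = enzyme with probe and DMSO and 100% = no enzyme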
MsrA act – bovine MsrA enzyme activators, primary screen, biochemical, absorbance, HTS. Methionine sulfoxide reductase A (Bos taurus). purified bovine MsrA, absorbance read-out. activation, % at 10.6 µM. 360,000 compounds, 0.3% hits. AID 602163, 2012; in the data active means activation above about 7.5%;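 further: 0% = vehicle and 100% = reference activator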
SKN-1 inh – suppressors of acrylamide-induced Pgst-4::GFP reporter in worms, primary screen, SKN-1 inhibitor project, whole organism, uHTS, GFP/RFP fluorescence ratio, strain VP596. C. elegans VP596 Pgst-4::GFP/RFP ratio, 24 h. inhibition, % at 21.8 µM. 360,000 compounds, 0.49% hits;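 active means interference check ratio from 0.5 to 1.5 plus GFP to RFP signal ratio inhibition reaching or exceeding a fixed threshold, cut at about 30% in these data, passing the limit was not always enough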; further: some compounds called inactive have numbers as strong as hits
MT1-MMP act inh – blockers of MT1-MMP proenzyme processing, primary screen, HT1080 RFP-PRO-GFP cells, GFP/RFP fluorescence; GFP/RFP ratio fluorescence, overnight; percent of plate control window, DMSO zero; GFP/RFP ratio change, % at 20 µM; 360,000 compounds, 0.061% hits;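 active means GFP/RFP ratio change of at least 30% with cell ATP level not reduced by more than half and red fluorescence within 50% of control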; further: strong numbers were not always called active
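Assay system: RFP-PRO-GFP reporter HT1080 cells; read-out basis: GFP/RFP fluorescence ratio; benchmarks: DMSO wells and RFP-L50D-GFP cells; doses: 20 µM single dose, 1% DMSO; schedule: overnight cell settling, then overnight compound exposure, 37 °C, 5% CO2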
FAS TE block – FAS thioesterase domain inhibitors, primary screen, biochemical, fluorescence intensity, uHTS; 360,000 compounds, 0.67% hits; Fatty acid synthase (Homo sapiens), P49327; recombinant FAS-TE, OMFH fluorogenic substrate, fluorescence endpoint; inhibition, % at 15 µM;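 active means compounds whose normalised, plate-corrected inhibition of enzyme fluorescence in the single-dose primary screen is 50% or more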;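 further: 0% = DMSO with enzyme and 100% = substrate without enzyme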
MLLE-PAM2 inh – inhibitors of PABP1 MLLE–PAM2 peptide binding, primary screen, biochemical, fluorescence polarization, FITC-PAM2, GST-MLLE. Polyadenylate-binding protein 1 (Homo sapiens), P11940. inhibition, % at 20 µM. 360,000 compounds, 0.36% hits. AID 588489, 2011; in the data active means inhibition above about 35%, passing the limit was not always enough;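 further: plate controls were DMSO wells with GST-MLLE for no effect and wells lacking GST-MLLE protein for full effect; some results filed as inactive read as strong as hits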
NRP1-CendR mod – modulators of CendR peptide binding to NRP-1, primary screen, biochemical, fluorescence polarization, uHTS; Neuropilin-1 (Homo sapiens), O14786; FAM-RPARPAR peptide binding to NRP-1; inhibition, % at 25 µM; 360,000 compounds, 0.85% hits;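 active means inhibition or corrected inhibition above about 18%, plus a signal ratio from 0.5 to 1.5, limit read from the data, passing the limit was not always enough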; further: strong numbers were not always called active
Target sequence (O14786 whole entry, looked up): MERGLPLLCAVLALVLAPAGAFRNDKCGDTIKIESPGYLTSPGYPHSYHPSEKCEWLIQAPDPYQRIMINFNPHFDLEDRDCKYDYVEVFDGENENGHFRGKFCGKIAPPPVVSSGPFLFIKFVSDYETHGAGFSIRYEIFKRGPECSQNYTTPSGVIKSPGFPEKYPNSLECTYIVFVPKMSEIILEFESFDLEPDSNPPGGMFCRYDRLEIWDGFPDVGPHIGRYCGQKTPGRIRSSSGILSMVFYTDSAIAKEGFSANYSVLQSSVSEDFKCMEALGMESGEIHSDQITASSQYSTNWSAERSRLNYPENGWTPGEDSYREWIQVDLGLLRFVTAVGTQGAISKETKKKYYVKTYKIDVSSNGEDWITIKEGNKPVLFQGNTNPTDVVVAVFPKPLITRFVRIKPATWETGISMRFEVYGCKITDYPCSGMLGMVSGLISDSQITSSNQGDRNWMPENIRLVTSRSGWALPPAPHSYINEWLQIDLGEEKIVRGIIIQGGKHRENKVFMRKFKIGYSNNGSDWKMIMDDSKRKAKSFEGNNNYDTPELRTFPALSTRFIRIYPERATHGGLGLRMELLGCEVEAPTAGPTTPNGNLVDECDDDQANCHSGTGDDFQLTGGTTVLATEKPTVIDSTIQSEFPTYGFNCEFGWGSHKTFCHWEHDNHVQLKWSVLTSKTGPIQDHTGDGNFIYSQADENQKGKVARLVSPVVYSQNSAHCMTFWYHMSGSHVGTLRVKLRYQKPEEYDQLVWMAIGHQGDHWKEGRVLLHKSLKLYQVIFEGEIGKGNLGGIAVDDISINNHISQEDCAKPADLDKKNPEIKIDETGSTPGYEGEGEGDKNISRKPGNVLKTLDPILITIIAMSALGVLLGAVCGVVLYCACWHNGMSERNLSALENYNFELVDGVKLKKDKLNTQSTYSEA
* = called active by the depositor; · = no result given; & = joins results of further samples.

molecule	eLon inh	Tb MetRS inh	MLLE-PAM2 inh	MsrA act	MsrA inh	MT1-MMP act inh	NRP1-CendR mod	FAS TE block	SKN-1 inh
NC(=S)Nc1ccc(S(=O)(=O)c2ccc(NC(N)=S)cc2)cc1	-1	1.3	43*	-1	1.3	2	-10	-3	19
Cc1ccc(N(CCC#N)C(=O)CSc2nnc3ccccn23)cc1	-2	-0.4	8	-2	0.1	0	5	-1	-16
CCc1ccc(NC(=O)COC(=O)/C=C/c2ccco2)cc1	14	0.2	4	-8	2.5	7	-8	-2	2
c1ccc(CNc2cncnc2)cc1	-12	-0.3	1	-6	0.6	1	-11	-9	-15
CCOC(=O)NNS(=O)(=O)c1cc(Br)ccc1Br	-3	0.3	-6	-3	-0.2	0	-1	-2	-11
O=C(/C=C/c1ccccc1[N+](=O)[O-])NCCN1C(=O)S/C(=C\c2ccc(F)cc2)C1=O	-5	-0.6	17	-2	0.8	4	0	-5	5
O=C(COc1cccc2c1CCN(Cc1ccccc1)C2=O)NCc1ccco1	-7	-0.1	0	-2	-0.6	1	0	-2	-7
COc1ccc(CCN2C(=O)C3C4CC(C5C(C(N)=O)=NOC45)C3C2=O)cc1OC (stereo not given)	-4	-1.1	8	0	0.6	1	0	-8	16
C=CCSc1nnc(N2C(=O)C(O)=C(C(=O)c3ccco3)C2c2ccccc2F)s1 (stereo not given)	4	-0.3	14	-3	1.3	-27	-8	-11	13
C[C@H]1CN([C@@H](C)CO)C(=O)c2cccc(NS(=O)(=O)c3ccc(F)cc3)c2O[C@H]1CN(C)Cc1ccc(Cl)c(Cl)c1	25	-0.6	-8	-12	-0.7	-5	-8	19	5
CN(C)CCn1c2c(c(SCC(=O)Nc3ccc4c(c3)OCCO4)nc1=O)CCC2	0	0.3	0	0	-0.4	0	6	-4	-4
CCOC(=O)c1oc2nc3c(cc2c1N)CCCC3	16	-0.3	3	1	2.2	-4	-12	-10	-13
CCOc1ccc(N(C(=O)Cn2nnc3ccccc32)C(C(=O)NC(C)(C)CC)c2cccn2C)cc1 (stereo not given)	-8	0.1	-10	1	2.2	-5	-6	17	3
Cc1nn(Cc2ccccc2)c(Cl)c1/C=C1\NC(=S)NC1=O	-7	-0.1	25	-5	4.2	2	-2	-3	-11
Clc1ccc2[nH]cc(-c3nnnn3-c3ccc4ccccc4c3)c2c1	16	3.3	-12	-2	0.8	-8	0	10	14
CC(Oc1ccc(C(C)(C)C)cc1)c1ccnc2nc(/N=C/N(C)C)nn12 (stereo not given)	3	-0.4	-7	-4	0.5	8	8	8	4
Nc1cc(=O)[nH]c(SCC(=O)NNC(=O)Cc2ccccc2)n1	-1	-0.2	5	7	-0.1	5	1	0	-1
Cc1ccccc1NC(=O)COC(=O)c1cc(S(=O)(=O)N2CCOCC2)ccc1C	-11	-0.4	-3	-1	0.7	0	0	0	1
COc1cc(/C=C/CO)ccc1O[C@@H]1O[C@H](CO)[C@@H](O)[C@H](O)[C@H]1O	-1	0.0	3	-4	1.4	4	-2	-5	-3
CCN1CCN(C(=S)Nc2cccc([N+](=O)[O-])c2)CC1	-4	0.4	-18	-5	-1.3	3	-8	-2	14
CCc1nnc(SCC(=O)Nc2ccc3ccccc3c2)n1N	-3	-0.2	16	-3	-0.3	2	-3	-3	17
O=C(COc1ncnc2ccccc12)NCCc1ccccc1	-3	-0.4	5	-2	1.1	5	-5	-5	0
CCOc1ccc(C2=CS/C(=C(\C#N)c3nnc4n3CCCCC4)N2CC)cc1	10	-0.3	2	-4	3.0	-2	-1	-11	9
O=C(c1cc(C2CC2)nn1-c1ccccc1)N1CCN(S(=O)(=O)c2ccccc2)CC1	-2	-0.3	-29	-2	-1.0	-4	3	14	12
O=C(c1cc2cc(F)ccc2[nH]1)N1CCN(c2ccc(F)cc2)CC1	-3	0.0	4	1	0.4	2	-1	2	-12
CC(=O)c1cccc(S(=O)(=O)Nc2cccc(S(=O)(=O)NC3=NCCC3)c2)c1	-2	-0.9	-15	-6	-1.3	7	4	-8	4
CCOC(=O)N1CCN(C(=O)c2ccc3c(=O)n(Cc4ccccc4)c(=S)[nH]c3c2)CC1	-1	0.0	-55	-2	-0.7	-4	6	1	27
CCOc1ccc(Br)cc1S(=O)(=O)Nc1ccc(C(=O)OCC(=O)Nc2ccc(C#N)cc2)cc1	-1	-0.8	-2	-8	1.3	-6	0	34	-9
Fc1ccc(-c2[nH]ncc2-c2nnnn2-c2ccccc2)c(F)c1	-10	-0.8	4	0	-1.3	-3	-6	-8	-32
COc1ccc2c(CN3CCCCC3)cc(=O)oc2c1	-4	-0.6	-19	-3	2.9	-1	14	-7	22
COc1ccc(CCNC(=O)CSc2nc(C)cs2)cc1	-1	-1.1	10	-5	-0.3	-2	-5	-18	12
COc1cc(/C=N/NC(=O)c2ccc(CN3C(=O)c4cccc5cccc3c45)cc2)cc(OC)c1O	-4	-0.3	-8	-4	2.4	5	0	3	-7
Cc1noc(C)c1CSCC(=O)N(C)CC(=O)Nc1ccc(Cl)cc1	-2	1.8	-1	-5	0.8	-2	11	-2	7
c1ccc(COc2ccc(OCCCCN3CCCCC3)cc2)cc1	4	0.1	23	0	0.7	-7	13	-7	-4
COc1ccc(NC(=O)CSc2nnc(CNC(=O)COc3ccc(Cl)cc3)o2)cc1	-13	-0.4	-25	-3	-1.3	-1	6	-11	17
COc1cccc(OCc2cc(/C=N/n3cncn3)ccc2OC)c1	6	-0.4	-6	-1	-1.2	4	7	7	24
Cc1noc(C)c1C(=O)OC(C)C(=O)Nc1ccc(C(N)=O)cc1 (stereo not given)	-7	-0.4	-4	-4	0.9	4	-3	-7	-10
Cc1ccc(NS(=O)(=O)c2ccc3c(c2)CCC(=O)N3)cc1C	-3&-5	-0.7&0.2	3&4	-2&-4	1.2&-1.1	2&-4	4&-3	-8&-3	-2&-2
CCN=C1SC(C(=O)Nc2ccccc2)CC(=O)N1CC (stereo not given)	-9	-0.2	-11	-2	1.5	1	1	-6	11
CC1(C)Cc2c(sc(/N=C/N3CCCCC3)c2C#N)C(C)(C)N1	2	0.2	7	-2	2.2	-1	-5	-4	-2
Cc1ccc(OCC(=O)c2c[nH]c3ccccc23)c([N+](=O)[O-])n1	-9	4.7	-3	-1	1.5	0	-15	-3	0
O=S(=O)(Cc1ccccc1Cl)N1CCCCC1	-8	-0.1	1	-1	2.4	6	-9	2	5
Clc1ccccc1N=C1SCCS1	3	-0.8	5	-2	-0.1	1	10	-2	1
CC(=O)Nc1ccc(S(=O)(=O)N(C)c2ccc(OCC(=O)OCC(=O)Nc3ccc(OC(F)F)cc3)cc2)cc1	-14	0.1	-19	-5	-0.1	-2	-1	14	-20
O=C(NC12CC3CC(CC(C3)C1)C2)c1ccc(-c2ccc(Cl)cc2)o1	-9	-0.1	-10	-3	0.5	8	-8	35	7
C[C@]12c3[nH]c4ccccc4c3CCN1C(=O)C(CC(=O)NCCN1CCOCC1)C[C@@H]2C(=O)N1CCOCC1 (stereo not given in full)	-3	-0.6	12	-3	0.7	-1	-3	-8	-12
C[C@@H]1CCC(=O)N(C[C@@H](C)CC#N)CC1	-11	-0.3	0	-1	-0.6	-4	4	-7	-4
COc1ccc(N2CCN(C(c3ccccc3)c3sc4nc(C)nn4c3O)CC2)cc1 (stereo not given)	-7	-0.4	13	2	-1.1	1	0	-5	-1
COC(=O)c1sc2cc(C(F)(F)F)cnc2c1-c1ccccc1	-11	0.1	2	2	-0.2	2	2	-1	9
CCc1ccccc1NC(=O)CN(C)S(=O)(=O)c1ccc(-c2ccc(=O)[nH]n2)s1	-4	-0.1	17	-1	-0.6	-3	-7	-3	1
NC(=O)c1ccsc1NC(=O)c1ccc([N+](=O)[O-])o1	-2	-0.4	6	1	1.9	8	-14	6	2
CCCCN(NC(C)=O)c1nc(Cl)nc(NC(C)C)n1	-12	-0.2	-2	-5	1.4	1	-13	-4	-11
C=CCc1cc(OC)ccc1OCCON1C(=O)CCC1=O	4	-1.3	11	-4	1.3	0	16	-1	2
COc1ccc(-c2nc(N)n(C(=O)c3ccc(C)cc3)n2)cc1	-11	0.4	1	0	0.3	9	9	-5	6
Cc1cccc(C)c1NC(=O)C1(C)CN(S(C)(=O)=O)CC(=O)N1CCc1ccc(O)cc1 (stereo not given)	·	-1.2	·	·	0.1	5	5	·	-10
O=C(NC1(C(F)(F)F)N=C(c2ccccc2)NC1=O)c1ccccc1 (stereo not given)	-4	-0.8	-3	-5	-0.8	0	2	-7	-9

New compounds follow
molecule	eLon inh	Tb MetRS inh	MLLE-PAM2 inh	MsrA act	MsrA inh	MT1-MMP act inh	NRP1-CendR mod	FAS TE block	SKN-1 inh
Cc1cc(C)cc(C(=O)NC2CC(C)(C)NC(C)(C)C2)c1	-5	0.0	9	-2	-0.2	3	4	-8	4
N/C(=N\OC(=O)COc1ccccc1)c1cccnc1	3	-0.2	-11	-2	-0.3	-2	-6	-5	22
CCc1ccccc1NC(=O)CCS(=O)(=O)c1ccc(OC)cc1	1	-0.6	16	-1	3.4	-5	-5	-9	-4
CCNC(=O)CN(c1ccc(F)cc1)S(=O)(=O)c1ccc2c(c1)OCCO2	0	-0.5	2	-10	-0.9	2	-6	-6	12
Cn1c(NC(=O)c2ccccc2C(F)(F)F)cc(=O)n(C)c1=O	3	-0.5	7	1	-0.1	-3	2	-6	18
Cc1ccccc1N(C(=O)c1snc(C(N)=O)c1N)C(C(=O)NC1CCCCC1)c1ccc(O)cc1 (stereo not given)	8	-0.4	3	0	-0.7	-12	16	8	14
CCOC(=O)CC1C(=O)NCCN1C(=O)c1ccc(Cl)c(Cl)c1 (stereo not given)	0	-0.5	5	0	0.0	-1	9	-7	11
CC(C)(C)NC(=O)COc1ccc(CNCc2ccccn2)cc1	-1	-1.1	5	-11	0.1	-4	3	-2	-5
O=C(CN(Cc1ccccc1)C1=NCCS1)c1ccccc1	-1	0.0	-3	-3	-0.2	0	3	-3	0
COc1cc(/C=C2/SC(N)=NC2=O)ccc1Oc1ccc([N+](=O)[O-])cc1[N+](=O)[O-]	-4	0.2	1	-3	0.0	-13	-16	-7	-1
CCOC(=O)C1CCCN(Cc2ccccc2OCC)C1 (stereo not given)	3	3.5	-6	-5	-1.5	1	6	-7	3
